High-throughput results (PubChem)
HCMV inh: qHTS Assay for inhibitors of the human cytomegalovirus (HCMV); HFF cells, HCMV-luciferase reporter, 72 h; hits give low values; activity change, negative = inhibition, % at 57.5 µM; hit rate 4.5% among 410,000; in the data active = activity change below about -60%; inconclusive = no clear call, values can overlap the other calls; inactive = above about -39%
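Steps: HFFs plated, 16 h 37C; compounds added; HCMV-luciferase added to MOI 1 PFU/cell; 72 h 37C; OneGlo reagent, 5 min room temperature; luminescence read, normalized to controls.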
AmpC inh no detg: qHTS Inhibitors of AmpC Beta-Lactamase (assay without detergent); P00811; AmpC nitrocefin hydrolysis, absorbance 480 nm, 0.0001% Triton; hit rate 0.52% among 330,000; Potency, µM (series often up to 57.1 µM), without a hit: top-dose activity change, negative = inhibition, usual class: inhibitors; AID 485341, 2010;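 note: potency is the fitted concentration of half-maximal effect; plate controls were no compound for no effect and no enzyme for full effect; nearly all actives have a fitted effect of over 20% in size; some results filed as inactive show a strong effect at the top dose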
Target sequence (P00811 whole entry, looked up): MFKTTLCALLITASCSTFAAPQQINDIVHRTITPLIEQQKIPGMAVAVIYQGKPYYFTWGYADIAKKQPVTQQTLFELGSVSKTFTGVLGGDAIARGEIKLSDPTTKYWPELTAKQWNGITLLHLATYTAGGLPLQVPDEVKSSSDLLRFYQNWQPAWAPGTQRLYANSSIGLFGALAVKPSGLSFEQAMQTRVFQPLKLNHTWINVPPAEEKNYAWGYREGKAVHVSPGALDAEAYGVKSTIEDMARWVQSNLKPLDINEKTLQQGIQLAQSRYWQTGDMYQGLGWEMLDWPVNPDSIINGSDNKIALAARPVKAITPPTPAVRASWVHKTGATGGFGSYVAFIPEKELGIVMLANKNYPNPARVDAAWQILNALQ
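AmpC (5.3 nM in the dispensed reagent) in 20 mM phosphate pH 7.0 with 0.01% (detergent screen) or 0.0001% Triton X-100 was preincubated with compounds for 15 min at room temperature. Nitrocefin was then added from an 800 uM solution, and hydrolysis was followed at 480 nm.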
Sm TGR inh: qHTS Assay for the Inhibitors of Schistosoma Mansoni Peroxiredoxins. Schistosoma mansoni thioredoxin glutathione reductase (TGR), Q962Y6. purified TGR, DTNB reduction, TNB absorbance 405 nm. Potency, µM (doses to about 114 µM), without a hit: at the top dose activity change, negative = inhibition, usual class: inhibitors. hit rate 3% among 360,000. AID 485364, 2010; note: potency is the fitted concentration of half-maximal effect; nearly all actives have a fitted effect of over 60% in size
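TGR 20 nM + NADPH 100 uM (dispensed conc.), cpd preinc 15 min RT; start with NADPH (500 uM addition) then DTNB (15 mM addition). Kinetic TNB absorbance, 405 nm filter. Four-parameter Hill fit across titration.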
AmpC inh detg: qHTS Inhibitors of AmpC Beta-Lactamase (assay with detergent); P00811; AmpC hydrolysis of nitrocefin, absorbance 480 nm, 0.01% Triton; Potency, µM (top dose mostly 114 µM), for the others: at the highest dose activity change, negative = inhibition, actives largely listed as inhibitors; hit rate 0.041% among 370,000; AID 485294, 2010;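 note: potency is the fitted concentration of half-maximal effect; 0% = no-compound wells and -100% = no-enzyme wells; nearly all actives have a fitted effect of over 25% in size; some results filed as inactive show a strong effect at the top dose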
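AmpC (5.3 nM in the dispensed reagent) in 20 mM phosphate pH 7.0 with 0.01% (detergent screen) or 0.0001% Triton X-100 was preincubated with compounds for 15 min at room temperature. Nitrocefin was then added from an 800 uM solution, and hydrolysis was followed at 480 nm.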
FBPA Giardia inh: qHTS Assay for Inhibitors of Fructose-1,6-bisphosphate Aldolase from Giardia Lamblia; purified Giardia FBPA; hit rate 0.71% among 290,000; A8B2U2; Potency, µM (titrated, usually from 59.6 µM), inactives show top-dose activity, negative = inhibition, usual class: inhibitors; AID 2451, 2010; note: potency is the fitted concentration of half-maximal effect; nearly all actives have a fitted effect of over 55% in size
Target sequence (A8B2U2 whole entry, looked up): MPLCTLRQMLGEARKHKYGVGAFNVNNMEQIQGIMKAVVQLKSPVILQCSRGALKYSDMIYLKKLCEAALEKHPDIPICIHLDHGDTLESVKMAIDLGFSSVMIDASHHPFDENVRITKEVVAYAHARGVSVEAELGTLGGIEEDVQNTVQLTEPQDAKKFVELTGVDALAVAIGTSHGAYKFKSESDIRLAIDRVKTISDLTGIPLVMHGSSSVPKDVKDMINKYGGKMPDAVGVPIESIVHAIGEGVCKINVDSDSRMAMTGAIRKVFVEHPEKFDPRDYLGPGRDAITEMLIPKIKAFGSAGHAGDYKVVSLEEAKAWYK
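Giardia FBPA (40 nM reagent) was preincubated 10 min at RT with compound (up to 57.5 uM final), then substrate plus GAPDH/TPI/NAD/arsenate coupling system with diaphorase/resazurin was added; resorufin fluorescence (525/598 nm) was read after 20 min.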
HCV inh: qHTS Assay for Inhibitors of Hepatitis C Virus (HCV). AID 651820, 2012. Huh7.5.1 HCVcc-Cre infection, luciferase reporter, 44 h. hit rate 3.4% among 340,000. Potency, µM (highest dose often 41.8 µM), without a hit: at the top dose activity change, negative = inhibition, most hits filed as inhibitors; note: potency is the fitted concentration of half-maximal effect
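Infectious HCVcc-Cre (~0.5 moi) was added to cells just after compound, with cells seeded 4 h earlier at 1,000 per well. Luciferase activity after 44 h culture reported infection; substrate was incubated 15 min at room temperature before reading.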
Numbers without * were called inactive; ? = inconclusive; nt = not tested or not shown; & = joins results of further samples; [ ] = another dose, or the depositor's remark. Unless noted, calls come from the whole dose curve; as a rule, active = well fitted curve in the direction sought with a large enough effect; inconclusive = small, poorly fitted or top-dose-only effect, or another doubt; inactive = no such curve, though single readings can be large; an effect the other way counts as inactive or inconclusive. Unless noted, % is set by controls: 0 for no effect and ±100 for the full control effect.

SMILES	HCMV inh	AmpC inh no detg	Sm TGR inh	AmpC inh detg	FBPA Giardia inh	HCV inh
O=C(CCc1nnc2n(Cc3ccccc3Cl)c(=O)c3ccccc3n12)Nc1ccc(F)c(F)c1	?	nt	13%	15%	nt	nt
COc1ccc(CNC(=O)c2cccc(S(=O)(=O)N3CCN(C)CC3)c2)cc1	?	-15%	-3%	?	-2%	8%
Cc1ccc(CN2C(=O)c3ccccc3NC23CCN(Cc2ccccc2)CC3)cc1	-24	-9%	7%	-5%	-5%	?
Fc1ccc2nc(C3CCN(Cc4nc(CC5CC5)no4)CC3)[nH]c2c1	44	3%	0%	0%	6%	-8%
CCCOc1ccc(S(=O)(=O)n2cc(F)c(=O)[nH]c2=O)cc1	-13	-20%	-1%	-3%	2%	4%
COc1ccc2nc(SCC(=O)Nc3ccc(S(=O)(=O)Nc4nccc(C)n4)cc3)[nH]c2c1	22	-41%	8%	5%	10%	7%
Cc1ccc(Nc2nc(N)nc(COC(=O)c3ccc(Br)o3)n2)cc1	50	-15%	-3%	?	nt	?
O=C(Cn1c(=O)nc(-c2ccccc2)c2ccccc21)NCc1ccc(Cl)cc1	-94*	nt	4%	-9%	nt	nt
COc1ccc(C2C(C(C)=O)=C(O)C(=O)N2CCc2c[nH]c3ccccc23)cc1OC (centres undefined)	31	-13%	-25%	?	3%	26%
Cc1ccc(S(=O)(=O)NCCC(=O)OCn2nnc3ccccc3c2=O)cc1	-12	-9%	0%	-6%	1%	-6%&8%
Cc1nc(-c2ccccc2)sc1CCNC(=O)C(=O)Nc1ccc2c(c1)OCCO2	21	nt	26%	3%	nt	nt
N=c1sccn1CC(=O)Nc1ccc(SC(F)F)cc1	16	-9%[11.4 µM]	0%	-11%	-4%	?
Cc1ccc(NC(=S)NCC23C=CC(O2)C2C(=O)N(c4ccc(C)cc4)C(=O)C23)cc1 (centres undefined)	27	-30%	5µM*	1%	-4%	-14%
COc1ccccc1CNS(=O)(=O)c1cc(Br)cc2c1N(C(=O)C1CC1)CC2	-21	nt	-4%	-1%	nt	nt
CC(=O)c1ccc(Nc2c3c(nc4ccccc24)CCCC3)cc1	-14	-40%	-6%	0%	7%	?
O=C(NCCSC1CCCCC1)c1ccccc1	28	-19%	nt	3%	-1%	12%
O=C(CCN1C(=O)/C(=C/c2ccc3c(c2)OCO3)SC1=S)Nc1cccc(C(=O)O)c1	0	-26%	0%	-10%	6%	25%
CC1(CCc2ccc(O)cc2)NC(=O)NC1=O (centres undefined)	27	-4%	4%	2%	1%	20%
CC(=O)OC1N=C(c2ccccc2)c2cc(C)ccc2NC1=O (centres undefined)	5	-12%	?	?	-7%	8%
CC(C(=O)N(C)C1CCS(=O)(=O)C1)N1C(=O)/C(=C/c2ccc(F)cc2)SC1=S (centres undefined)	?	135%[activator]	-27%	-3%	nt	-23%
CCOc1ccc(CCNC(=O)CS(=O)Cc2nc(-c3ccccc3Cl)oc2C)cc1OCC (centres undefined)	-23	173%[activator]	0%	1%	nt	?
CCN(C(=O)C(C)N1C(=O)/C(=C/c2ccco2)SC1=S)C1CCS(=O)(=O)C1 (centres undefined)	?	40%	40µM*	-3%	?	14µM*
CSc1nc(-c2ccc(Cl)cc2)nc(N)c1C#N	35	-3%	-2%	-1%	0%	11%
CCN1CCN(C(=O)CCn2c(=O)c3cccn3c3cccnc32)CC1	0	-18%	-7%	-8%	nt	13%
O=C(NCCc1ccccc1)c1cnc2sccn2c1=O	44	-48%	2%	-8%	-2%	-23%

As a short view, six of the compounds above.
SMILES	HCMV inh	AmpC inh no detg	Sm TGR inh	AmpC inh detg	FBPA Giardia inh	HCV inh
Cc1ccc(Nc2nc(N)nc(COC(=O)c3ccc(Br)o3)n2)cc1	50	-15%	-3%	?	nt	?
O=C(Cn1c(=O)nc(-c2ccccc2)c2ccccc21)NCc1ccc(Cl)cc1	-94*	nt	4%	-9%	nt	nt
COc1ccc(C2C(C(C)=O)=C(O)C(=O)N2CCc2c[nH]c3ccccc23)cc1OC (centres undefined)	31	-13%	-25%	?	3%	26%
Cc1ccc(S(=O)(=O)NCCC(=O)OCn2nnc3ccccc3c2=O)cc1	-12	-9%	0%	-6%	1%	-6%&8%
Cc1nc(-c2ccccc2)sc1CCNC(=O)C(=O)Nc1ccc2c(c1)OCCO2	21	nt	26%	3%	nt	nt
N=c1sccn1CC(=O)Nc1ccc(SC(F)F)cc1	16	-9%[11.4 µM]	0%	-11%	-4%	?

(continued)
SMILES	HCMV inh	AmpC inh no detg	Sm TGR inh	AmpC inh detg	FBPA Giardia inh	HCV inh
Cc1ccc(S(=O)(=O)Nc2ccc(NC(=O)CN3CCCCC3)cc2)cc1	?	-39%	0%	-10%	-4%	-5%
CC(C)(C)OC(=O)N1CCC(C(=O)Nc2ccc(C(=O)N3CCOCC3)cc2)CC1	-12	43%	nt	nt	nt	5%
Cc1cc(NC(=O)Nc2ccc(Cl)cc2)n(C)n1	-30	-10%	-28%	-14%	-4%	-2%
Cc1nn(C)cc1/C=N\NC(=O)c1ccc2c(c1)c(C)c(C)n2Cc1ccccc1	-16	138%[activator]	0%	-4%	-1%	?
CCc1ccc(CNCc2ccc(F)cc2)cc1	17	-19%	-4%	?	-4%	2%
O=C(CSc1ccc(-c2ccncc2)nn1)N1CCN(c2ccccc2)CC1	-39	-12%	7%	3%	1%	?
COc1ccc(N2C(=O)CCSC23C(=O)N(Cc2ccc(F)cc2)c2ccccc23)cc1Cl (centres undefined)	0	nt	13%	19%	nt	nt
CC1CCC(NS(=O)(=O)c2ccc3c(c2)n(C)c(=O)c(=O)n3C)CC1 (centres undefined)	19	-9%	6%	?	13%	-15%
CCc1nc(N)c(C#N)c(-c2ccccc2OC)c1C	-3	-27%	1%	-3%	-8%	-1%
O=c1c2c3c(sc2nnn1CCCCOc1ccc(Cl)cc1)CCCC3	8	nt	1%	21%	nt	nt
CC1CC(C)CN(c2cc3c(cc2[N+](=O)[O-])C(=O)N(c2ccccc2)C3=O)C1 (centres undefined)	-19	-17%	5%	-15%	-4%	16%
COC(=O)C1C(c2ccc(OC)cc2)Nc2nnc(C(F)(F)F)n2C1(C)O (centres undefined)	-25	-25%	-4%	-2%	3%	15%
COc1ccc(CNC(=O)C2CCN(S(=O)(=O)c3ccc4c(c3)CCCN4C(C)=O)CC2)cc1	15	nt	0%	-3%	nt	nt
CCn1cc(S(=O)(=O)c2cccc(Cl)c2)c(=O)c2cc(F)c(N3CCN(C)CC3)cc21	32	nt	?	13%	nt	nt
O=C(O)C1(c2ccccc2)CCN(S(=O)(=O)c2ccccc2)CC1	41	-17%	4%	1%	nt	19%
O=C(Nc1nc2ccccc2n1CCN1CCCCC1)C1CCCCC1	-17	-29%	-24%	2%	0%	-1%
Cc1ccc(S(=O)(=O)NCC(=O)Nc2ccc3c(c2)OCO3)cc1	?	-9%	-4%	-2%	4%	5%
CC(C)(C)c1ccc(-c2ncccc2O)cc1	30	-18%	-3%	3%	-20%	7%
CCn1c(SCC(=O)NC2CCCCC2)nnc1-c1cccnc1	27	-14%	-2%	0%	5%	nt
Cc1ccc(C(=O)NC(=S)NCc2cccnc2)c(C)c1	?	-27%	45µM*	3%	9%	4%
Cc1ccc(NC(=O)c2oc3ccccc3c2NC(=O)Cc2ccccc2)cc1	-17	nt	-9%	6%	nt	nt
CCCCS(=O)(=O)N1CCC(C(=O)Oc2ccccc2OC)CC1	49	35%	4%	-9%	3%	-1%
Cc1ccc(-c2nnc3ccc(SCC(=O)Nc4cc(C)on4)nn23)cc1	-28	-2%	2%	-20%	6%	16%
O=C(OCC(=O)c1ccc(Cl)s1)c1ccccn1	33	-18%	-10%	-14%	3%	24%
Cc1cc(Cl)ccc1OCCCC(=O)N1CCN(C(=O)c2ccco2)CC1	-7	81%[activator]	50µM*	-15%	3%	?
Going on with the list:
SMILES	HCMV inh	AmpC inh no detg	Sm TGR inh	AmpC inh detg	FBPA Giardia inh	HCV inh
O=C(CCCn1c(SCC(=O)NCC2CCCO2)nc2ccccc2c1=O)NCc1ccccc1 (centres undefined)	1	3%	0%	?	1%	6%
O=C(COC(=O)c1ccc([N+](=O)[O-])o1)Nc1cccc2ccccc12	-28	-43%	14µM*	-8%	-29%	-13%
O=C(Nc1cc(S(=O)(=O)N2CCOCC2)ccc1OCC(F)(F)F)C1=COCCO1	-8	39%	-6%	-7%	nt	?
CCCC(=O)Nc1nnc(-c2cccc(OCC)c2)s1	-9	-13%	0%	-14%	0%	-6%
Cc1cccc2nc3c(nc12)-c1ccccc1C3=O	135	-9%	2%	-8%	-4%	?
C/C(=N\NC1=N[C@H]2CS(=O)(=O)C[C@H]2S1)c1ccccc1	6	3%	9%	5%	-14%	20%
Cc1ccccc1OCC(=O)OCC(=O)NCc1cccs1	35	-6%	7%	6%	9%	11%
COc1ccc(OC)c(NC(=O)CCNC(=O)Cn2cnc3ccccc3c2=O)c1	3&-10	16%	?	0%&20%	-1%	-8%
N#Cc1c(-c2ccccc2)ccnc1N1CCOCC1	5	3%	nt	-2%	3%	-1%
CC1=C2C(=O)C3C(CC=C4CC(OC5OC(O)C(O)C(O)C5CO)CCC43C)C2CCC12OC1CC(C)CNC1C2C (centres undefined)	?	-9%	-1%	6%	-1%	14%
Cn1c(N2CCCCC2)nc2c1c(=O)n(Cc1cccc(Br)c1)c(=O)n2C	nt	-18%	4%	-9%	0%	?
O=C1[C@@H]2[C@H](C(=O)N1Cc1ccco1)[C@H]1C=C[C@@H]2C1	-5	-12%	50µM*	-5%	4%	8%
Cc1ccc(C)c(S(=O)(=O)NCC(c2ccc3c(c2)OCO3)N2CCOCC2)c1 (centres undefined)	0	64%[activator]	-7%	-15%	nt	23%
Cc1ccc(S(=O)(=O)/N=C(/c2ccc(F)cc2)N2CCOCC2)cc1	1	-1%	7%	-10%	2%	-6%
COC(=O)c1cccc(N2C(=O)C3CC=CCC3C2=O)c1 (centres undefined)	35	-4%	-9%	?	1%	10%
CC1(C)CCCN(C(=O)N2c3ccccc3Sc3ccccc32)C1	5	-22%	-28%	?	6%	-7%
CCOc1ccc(CCn2c(-c3ccco3)nc3ccccc3c2=O)cc1OCC	-76*	-2%	-22%	-4%	-3%	7.1µM*
N#Cc1cc(N)c(Nc2ccccc2)cc1C#N	?	-49%	6%	-12%	10%	-14%
Cc1cccc(CN2CCC(N3CC(C)OC(C)C3)CC2)c1 (centres undefined)	17	-15%	8%	?	?	20%
CCCCc1cc2c(s1)CCCC/C2=N/O	-18	1%	10%	-8%	1%	9%
CN1CCc2nc(SCc3ccc(C(C)(C)C)cc3)c(C#N)cc2C1	3	149%[activator]	1%	-20%	-7%	?
CCOCCn1c(SC)nc2c1c(=O)[nH]c(=O)n2C	65	-20%	-6%	?	-6%	20%
